Screens: PubChem BioAssay, National Center for Advancing Translational Sciences (NCATS)
D1 PAM: enhances dopamine response at the human D1 receptor. HEK293 TREx D1 cells, calcium flux, dopamine EC20 potentiation. potentiation, % at 10 µM. 360,000 compounds, 0.036% hits. AID 504651; in the data active = potentiation above about 30%; also: 0% is about no effect
D1 antagonist: human D1 dopamine receptor antagonism; P21728; HEK293 TREx D1 cells, calcium flux, dopamine EC80; active compounds read low; activity change, negative = inhibition, % at 10 µM; 360,000 compounds, 3.2% hits; AID 504652; in the data active = activity change below about -30%; also: % is scaled to controls: 0 for no effect and ±100 for the full control effect
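Using tetracycline-induced force-coupled D1 Hek293 cells and a calcium dye, signals were followed for 180 s after compound, then for 180 s after EC80 dopamine, to detect inhibitors.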
Vif-APOBEC3G blk: blocks the Vif interaction with human APOBEC3G; 410,000 compounds, 0.076% hits; Potency, µM (highest dose often 46.1 µM), for inactives: at the highest dose activity, negative = active, most hits filed as inhibitors; Q9HC16; HeLa A3G-eYFP + Vif (tagged APOBEC3G with the HIV-1 protein that degrades it), YFP fluorescence, overnight;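 also: potency is read from the fitted curve at half-maximal effect; % is scaled to controls: 0 for no effect and ±100 for the full control effect; nearly all actives have a fitted effect of over 60% in size; hits raise eYFP signal because A3G escapes Vif-driven loss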
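HeLa cells stably expressing Vif and C-terminally eYFP-tagged A3G, seeded overnight at 37 deg C, then exposed to compound by pintool overnight at 37 deg C. Rise in yellow fluorescence (Ex 488/Em 500-530, Acumen) marks blocked Vif-driven A3G degradation.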
Vif-A3F inh: inhibitors of Vif-A3F interaction. HeLa A3F-eYFP + Vif (tagged APOBEC3F with the HIV-1 protein that degrades it), YFP fluorescence increase. Potency, µM (doses to about 46.1 µM), for inactives: at the highest dose activity, negative = active. 390,000 compounds, 0.2% hits; also: potency is read from the fitted curve at half-maximal effect; % of control where 0% means no effect; nearly all actives have a fitted effect of over 65% in size
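HeLa cells stably expressing A3F-eYFP plus Vif, plated and incubated overnight at 37 deg C, then exposed to compounds overnight at 37 deg C. Blocked degradation read as raised yellow fluorescence (Ex 488/Em 500-530).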
D1 agonist: human D1 receptor agonism; HEK293 T-REx D1 cells, calcium flux, agonist mode; activation, % at 2 µM; 360,000 compounds, 1% hits; AID 504660; in the data active = activation above about 30%; also: 0% is about no effect
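Agonism was scored from calcium flux recorded over 180 s (1 read/s) after pintool compound addition, following a 10-cycle baseline. Cells were inducible force-coupled HEK293 TREx D1, plated overnight at 30 C and loaded with no-wash calcium dye.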
Glioma ERSR ind: ER stress response induction in glioma. U87-MG GRP78 promoter luciferase reporter, 16 h. Potency, µM, for the others: at the highest dose activation, usual class: activators. 420,000 compounds, 0.02% hits. AID 602332; also: potency is read from the fitted curve at half-maximal effect; series mostly up to about 76 µM; % of control where 0% means no effect; nearly all actives have a fitted effect of over 35% in size
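ERSR induction read as luciferase luminescence (Bright-Glo, 10 min at room temperature) in stably transfected human U87-MG glioma cells exposed to compounds for 16 h, using GRP78 as sensor.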
D2 PAM: positive allosteric modulators of human D2 dopamine receptor; P14416; HEK293 T-REx D2, calcium flux, EC20 dopamine potentiation; potentiation, % at 10 µM; 340,000 compounds, 0.34% hits; AID 485347;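 active = potentiation over 3 SD above the plate norm, cut at about 30% in these data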; also: 0% is about no effect
Target sequence (P14416 whole entry, looked up): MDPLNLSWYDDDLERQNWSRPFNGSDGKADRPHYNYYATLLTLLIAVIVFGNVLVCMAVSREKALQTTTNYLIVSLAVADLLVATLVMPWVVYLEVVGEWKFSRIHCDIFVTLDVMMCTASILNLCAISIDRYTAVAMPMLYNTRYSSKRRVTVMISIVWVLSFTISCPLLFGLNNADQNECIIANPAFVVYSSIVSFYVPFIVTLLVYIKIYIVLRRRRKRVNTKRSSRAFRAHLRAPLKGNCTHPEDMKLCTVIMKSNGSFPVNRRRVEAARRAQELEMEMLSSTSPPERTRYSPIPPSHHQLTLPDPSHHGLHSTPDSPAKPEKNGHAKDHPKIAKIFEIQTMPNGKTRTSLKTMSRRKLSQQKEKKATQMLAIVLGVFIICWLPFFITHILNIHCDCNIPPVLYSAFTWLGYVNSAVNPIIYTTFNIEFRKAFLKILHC
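Tetracycline-induced Hek293 Trex D2 cells, force-coupled to calcium, loaded with no-wash calcium dye. Compound added with 180 s kinetic read for agonism, then EC20 dopamine and a further 180 s read for potentiation.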
RXFP1 ag: agonists of human relaxin receptor RXFP1. Q9HBX9. HEK293T-RXFP1 cAMP TR-FRET, 30 min; response scale: percent of porcine relaxin response, buffer zero. Potency, µM (top dose mostly 57.5 µM), inactives show top-dose activation, usual class: activators. 370,000 compounds, 0.3% hits. AID 2676; also: potency is read from the fitted curve at half-maximal effect; % is scaled to controls: 0 for no effect and ±100 for the full control effect; nearly all actives have a fitted effect of over 60% in size; many of its hits are not listed in these tables
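HEK293 cells stably expressing RXFP1, treated 30 min at 37C with compounds plus PDE4 inhibitor Ro 20174; cAMP measured by HTRF TR-FRET. Normalized to buffer and 29 nM porcine relaxin; EC50 by Hill fit.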
LDHA block: blocks human lactate dehydrogenase A | activity change, % (values are at about 110 or 230 µM) | 480,000 compounds, 0.15% hits | purified LDHA, NADH/diaphorase-resazurin fluorescence; active compounds read low; in the data active = activity change below about -30%; inconclusive = mostly about -25% to -30%;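 also: plate controls were DMSO wells for no effect and wells without enzyme for full effect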
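Human LDH5 at 2 nM final in Tris HCl pH 7.4 with 0.06 mM NADH and 0.2 mM pyruvate, reacted 5 minutes at room temperature. Remaining NADH coupled via diaphorase/resazurin; resorufin fluorescence read at 0 and 20 minutes, normalized to enzyme-free and DMSO wells.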
The depositor's hits bear a star; ? = inconclusive; / = not tested or not shown. Unless noted, calls follow the shape of the dose curve; as a rule, active = well fitted curve in the direction sought with a large enough effect; inconclusive = small, poorly fitted or top-dose-only effect, or another doubt; inactive = no such curve, though single readings can be large; an effect the other way counts as inactive or inconclusive.

SMILES | D1 PAM | D1 antagonist | Vif-APOBEC3G blk | Vif-A3F inh | D1 agonist | Glioma ERSR ind | D2 PAM | RXFP1 ag | LDHA block
O=C(c1cccs1)N1CCN(S(=O)(=O)c2cccc(Cl)c2Cl)CC1 | -4.0 | 11.6 | 3.4% | -0.2% | 1.9 | -0.9% | -1.0 | 0.6% | -5.3
Cc1ccc(CNC(=O)COc2ccc(C(=O)c3ccc(F)cc3)cc2)cc1 | 12.8 | -9.7 | -3.3% | 6.0% | 4.5 | -1.6% | 1.2 | 0.0% | -9.0
Cc1ccc(NS(=O)(=O)c2csc(C(N)=O)c2)c(C)c1 | -8.1 | -2.0 | 1.1% | -0.2% | 1.8 | -3.8% | 11.4 | -0.7% | -1.2
CSc1ncccc1C(=O)OCC(=O)c1ccccc1Br | -6.7 | -6.2 | -3.4% | -16.1% | 9.7 | 0.9% | / | 4.6% | -2.5
Cc1[nH]nc(N2CCCCCC2)c1[N+](=O)[O-] | -8.6 | -40.8* | -4.8% | -1.0% | 1.0 | -3.7% | -0.2 | 3.6% | -5.3
CC1CCc2[nH]c3ccc(C(=O)N(C)CC(=O)Nc4cccc(F)c4)cc3c2C1 (configuration not stated) | -0.3 | -1.3 | -7.6% | -4.2% | 2.0 | -2.3% | 12.3 | 1.0% | 1.2
COC(=O)c1[nH]c2cc(OC)c(OC)cc2c1NC(=O)CN1C[C@H]2C[C@@H](C1)c1cccc(=O)n1C2 | -0.7 | / | -2.0% | -0.2% | -1.4 | -1.0% | 15.0 | 0.0% | -4.5
O=C(CSc1ccc(F)cc1)NC1CCCCC1 | -0.5 | -0.2 | 0.3% | -2.3% | 0.6 | 3.2% | -4.9 | -0.1% | -1.0
O=C(NCC1CCCO1)C1CC(c2ccccc2Cl)=NO1 (configuration not stated) | -4.7 | -13.6 | 1.4% | -10.9% | 0.8 | 0.2% | 7.1 | 2.9% | -5.3
CCN(CC)S(=O)(=O)c1ccc(OC)c(NC(=O)c2cccc(C)c2[N+](=O)[O-])c1 | 3.6 | 15.8 | -3.2% | 1.3% | 0.4 | -2.8% | 0.7 | 5.5% | 0.5
NC(=O)C1CCN(CC(=O)c2c[nH]c3ccc(F)cc23)CC1 | 4.2 | -1.7 | 2.8% | 6.7% | 2.8 | 2.1% | -2.6 | 1.3% | 1.4
O=C(NCCCc1ccc(F)cc1)C1CCC(=O)N(CCN2CCOCC2)C1 (configuration not stated) | -1.1 | -2.0 | -0.1% | -18.2% | 1.0 | -3.3% | -6.2 | 0.6% | -2.7
O=S(=O)(c1ccc(Br)cc1)N1CCCc2ccccc21 | -4.0 | -22.2 | ? | -14.2% | 11.4 | -0.3% | 8.2 | -0.5% | -4.0

Arranged by the number under Glioma ERSR ind (rising): some entries from above
mol,D1 PAM,D1 antagonist,Vif-A3F inh,D1 agonist,Glioma ERSR ind,D2 PAM
O=C(NCCCc1ccc(F)cc1)C1CCC(=O)N(CCN2CCOCC2)C1 (configuration not stated),-1.1,-2.0,-18.2%,1.0,-3.3%,-6.2
CCN(CC)S(=O)(=O)c1ccc(OC)c(NC(=O)c2cccc(C)c2[N+](=O)[O-])c1,3.6,15.8,1.3%,0.4,-2.8%,0.7
O=C(c1cccs1)N1CCN(S(=O)(=O)c2cccc(Cl)c2Cl)CC1,-4.0,11.6,-0.2%,1.9,-0.9%,-1.0

10 entries from above, ordered by molar mass, descending:
SMILES | D1 PAM | D1 antagonist | Vif-APOBEC3G blk | Vif-A3F inh | D1 agonist | Glioma ERSR ind | D2 PAM | RXFP1 ag | LDHA block
COC(=O)c1[nH]c2cc(OC)c(OC)cc2c1NC(=O)CN1C[C@H]2C[C@@H](C1)c1cccc(=O)n1C2 | -0.7 | / | -2.0% | -0.2% | -1.4 | -1.0% | 15.0 | 0.0% | -4.5
CCN(CC)S(=O)(=O)c1ccc(OC)c(NC(=O)c2cccc(C)c2[N+](=O)[O-])c1 | 3.6 | 15.8 | -3.2% | 1.3% | 0.4 | -2.8% | 0.7 | 5.5% | 0.5
O=C(c1cccs1)N1CCN(S(=O)(=O)c2cccc(Cl)c2Cl)CC1 | -4.0 | 11.6 | 3.4% | -0.2% | 1.9 | -0.9% | -1.0 | 0.6% | -5.3
CC1CCc2[nH]c3ccc(C(=O)N(C)CC(=O)Nc4cccc(F)c4)cc3c2C1 (configuration not stated) | -0.3 | -1.3 | -7.6% | -4.2% | 2.0 | -2.3% | 12.3 | 1.0% | 1.2
Cc1ccc(CNC(=O)COc2ccc(C(=O)c3ccc(F)cc3)cc2)cc1 | 12.8 | -9.7 | -3.3% | 6.0% | 4.5 | -1.6% | 1.2 | 0.0% | -9.0
O=S(=O)(c1ccc(Br)cc1)N1CCCc2ccccc21 | -4.0 | -22.2 | ? | -14.2% | 11.4 | -0.3% | 8.2 | -0.5% | -4.0
Cc1ccc(NS(=O)(=O)c2csc(C(N)=O)c2)c(C)c1 | -8.1 | -2.0 | 1.1% | -0.2% | 1.8 | -3.8% | 11.4 | -0.7% | -1.2
O=C(NCC1CCCO1)C1CC(c2ccccc2Cl)=NO1 (configuration not stated) | -4.7 | -13.6 | 1.4% | -10.9% | 0.8 | 0.2% | 7.1 | 2.9% | -5.3
NC(=O)C1CCN(CC(=O)c2c[nH]c3ccc(F)cc23)CC1 | 4.2 | -1.7 | 2.8% | 6.7% | 2.8 | 2.1% | -2.6 | 1.3% | 1.4
O=C(CSc1ccc(F)cc1)NC1CCCCC1 | -0.5 | -0.2 | 0.3% | -2.3% | 0.6 | 3.2% | -4.9 | -0.1% | -1.0

The list is partial. The share of hits here may be higher or lower than overall.
